Compound activity deposited in PubChem BioAssay by several laboratories.
NadD inh: blocks S. aureus nicotinate mononucleotide adenylyltransferase | purified NadD enzyme, colorimetric absorbance read-out | inhibition, % at 20 µM | 0.78% of 360,000 active | AID 602399; in the data active = inhibition above about 26%; also: some compounds past the cut are filed as inactive
MT1-MMP act inh: blocks activation of human MT1-MMP. P50281. HT1080 RFP-PRO-GFP cells, GFP/RFP ratio fluorescence, overnight; percent of plate control window, DMSO zero. GFP/RFP ratio change, % at 20 µM. 0.061% of 360,000 active;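 active = GFP/RFP ratio change of at least 30% with cell ATP level not reduced by more than half and red fluorescence within 50% of control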; also: strong numbers were not always called active
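Assay system: HT1080 RFP-PRO-GFP cells | Dosing: 20 µM single dose, 1% DMSO | Incubation: Cells overnight before dosing, compound overnight, 37 °C, 5% CO2 | Evaluation: GFP/RFP fluorescence ratio | Control set: DMSO-only wells and HT1080 RFP-L50D-GFP cell wells as references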
MLLE-PAM2 inh: inhibitors of microRNA-mediated deadenylation, human PABP1 MLLE binding; GST-MLLE / FITC-PAM2 fluorescence polarization; AID 588489; 0.36% of 360,000 active; inhibition, % at 20 µM; in the data active = inhibition above about 35%, passing the limit was not always enough;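 also: plate controls were DMSO wells with GST-MLLE for no effect and wells lacking GST-MLLE protein for full effect; some results filed as inactive read as strong as hits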
Target sequence (P11940 whole entry, looked up): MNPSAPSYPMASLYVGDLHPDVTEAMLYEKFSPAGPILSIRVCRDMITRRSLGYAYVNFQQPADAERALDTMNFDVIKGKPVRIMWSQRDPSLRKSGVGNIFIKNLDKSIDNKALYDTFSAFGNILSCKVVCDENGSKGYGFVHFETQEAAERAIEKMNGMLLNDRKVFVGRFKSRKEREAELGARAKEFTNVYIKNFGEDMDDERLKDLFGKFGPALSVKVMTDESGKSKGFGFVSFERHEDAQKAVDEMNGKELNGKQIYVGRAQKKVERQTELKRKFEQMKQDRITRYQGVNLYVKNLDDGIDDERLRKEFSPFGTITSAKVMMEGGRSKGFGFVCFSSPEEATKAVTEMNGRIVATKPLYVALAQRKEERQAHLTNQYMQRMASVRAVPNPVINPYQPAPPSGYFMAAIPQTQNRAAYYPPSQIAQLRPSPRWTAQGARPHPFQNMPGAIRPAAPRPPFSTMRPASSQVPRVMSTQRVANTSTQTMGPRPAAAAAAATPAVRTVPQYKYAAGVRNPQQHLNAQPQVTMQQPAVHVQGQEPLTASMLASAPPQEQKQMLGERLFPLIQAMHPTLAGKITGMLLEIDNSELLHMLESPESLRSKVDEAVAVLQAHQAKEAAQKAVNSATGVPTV
Rpn11 block: blocks the human proteasome subunit Rpn11; O00487; human 26S proteasome, Ub4-pepOG fluorescence polarization; 20S core pre-blocked with epoxomicin; calls only at 20 µM; 0.59% of 360,000 active; AID 588493;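 active = inhibition at 20 µM, scaled to each plate's controls, above about 33%, limit read from the data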
Target sequence (O00487 whole entry, looked up): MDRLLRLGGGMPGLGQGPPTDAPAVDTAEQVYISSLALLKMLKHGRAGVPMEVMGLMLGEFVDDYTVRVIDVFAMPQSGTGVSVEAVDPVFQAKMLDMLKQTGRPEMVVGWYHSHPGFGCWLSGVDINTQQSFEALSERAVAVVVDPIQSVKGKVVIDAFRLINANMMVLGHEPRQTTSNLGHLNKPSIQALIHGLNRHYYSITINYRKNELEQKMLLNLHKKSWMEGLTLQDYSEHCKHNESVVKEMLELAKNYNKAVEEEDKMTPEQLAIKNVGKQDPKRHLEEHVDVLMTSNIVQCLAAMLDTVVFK
Neddyl block: inhibitors of human cullin neddylation. P61081+Q13564. TR-FRET cullin neddylation, biochemical. calls only at 25 µM. 0.58% of 360,000 active; in the data active = inhibition above about 36%
Rin1-Abl PPI inh: inhibitors of human Rin1-Abl protein interaction. P00519+Q13671. TR-FRET Rin1/Abl binding, biochemical. inhibition, % at 7.35 µM. 0.4% of 360,000 active. AID 588664; in the data active = inhibition above about 5%, passing the limit was not always enough
SKN-1 block: inhibitors of C. elegans SKN-1. C. elegans VP596 Pgst-4::GFP/RFP ratio, acrylamide-induced, 24 h. inhibition, % at 21.8 µM. 0.49% of 360,000 active;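 active = interference check ratio from 0.5 to 1.5 plus GFP to RFP signal ratio inhibition reaching or exceeding a fixed threshold, cut at about 30% in these data, passing the limit was not always enough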; also: some compounds called inactive have numbers as strong as hits
CSN inh: CSN deneddylation inhibition; Q92905; Purified CSN, SCF-Nedd8-OG deneddylation, fluorescence polarization; inhibition, % at 12.5 µM; 0.38% of 360,000 active; AID 651999;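 active = pattern-corrected inhibition above about 35%, with an unprinted fluorescence ratio check between 0.5 and 1.5, limit read from the data, passing the limit was not always enough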;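 also: 0% = enzyme with substrate and 100% = substrate without enzyme; some results filed as inactive read as strong as hits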
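test system = HEK293T-derived human Csn5 enzyme | amount = 0.24 nM Csn5 enzyme, final concentration | medium = Tris/NaCl/DTT buffer, pH 7.5 | schedule = 90 min reaction at room temperature | signal = FP | evaluation = inhibition of Csn5 cleavage, % | compound dosing = single dose of 12.5 µM compound with 0.25% DMSO | probe or stimulus = 10 nM SCFSkp2-Nedd8OG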
FAS-TE inh: inhibitors of human fatty acid synthase thioesterase domain. 0.67% of 360,000 active. AID 602261. recombinant FAS-TE, OMFH fluorogenic substrate, fluorescence endpoint. inhibition, % at 15 µM;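 active = compounds whose normalised, plate-corrected inhibition of enzyme fluorescence in the single-dose primary screen is 50% or more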;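 also: 0% = DMSO with enzyme and 100% = substrate without enzyme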
* marks the source's active call; other numbers are inactive results; i = inactive; x = no result given.

SMILES	NadD inh	MT1-MMP act inh	MLLE-PAM2 inh	Rpn11 block	Neddyl block	Rin1-Abl PPI inh	SKN-1 block	CSN inh	FAS-TE inh
CCOC(=O)N1CCC(NC(=O)C2CCCN(S(C)(=O)=O)C2)CC1 (stereo unspecified)	2	4	-27	i	i	-4	8	9	-6
COc1ccc(NC(=O)C/C(C)=N/NC(=O)c2cnccn2)c(OC)c1	10	1	3	i	i	-1	7	5	-4
Cn1nnnc1SCC(=O)NCCCc1ccccc1	0	-14	-8	i	i	0	17	0	-3
NC(=O)C[C@H](NC(=O)c1ccc(Cl)cc1)C(=O)OCc1ccccc1	2	-2	13	i	i	1	-11	-2	-7
Cc1onc(-c2c(F)cccc2Cl)c1C(=O)N(C)CC(=O)Nc1cccc(F)c1	-6	4	-1	i	i	1	-8	2	-4
Cn1nnnc1SCCNCc1ccc(Cl)cc1	4	-1	15	i	i	-1	-1	5	-1
CC1Sc2ccc(S(=O)(=O)N3CCC(C(=O)Nc4cccc(Cl)c4)CC3)cc2NC1=O (stereo unspecified)	0	-14	-12	i	i	3	15	-1	10
COc1cc(-c2noc(CCCC(=O)Nc3cccnc3)n2)cc(OC)c1OC	-5	5	-3	i	i	-2	-5	0	-6
O=C(Cc1cccs1)Nc1nnc(-c2ccc(F)cc2)s1	5	10	-1	i	i	3	9	-4	0
Cc1ccc(S(=O)(=O)N2CCN(C(=O)COC(=O)c3ccccc3Cl)CC2)c(C)c1	-4	0	-1	i	i	3	-7	-8	24
NC(=O)C(Cc1ccccc1)NS(=O)(=O)c1ccc(N2CCCC2=O)cc1 (stereo unspecified)	-5	-5	6	i	i	-1	10	-3	-6
COCCn1c(SCC(=O)c2ccccc2)nc2c(c1=O)SCC2	-4	5	8	i	i	3	-1	-5	2
CCOC(=O)c1c(-c2ccc(F)cc2)cn2ccccc12	-8	x	-8	i	x	-3	5	0	1
O=[N+]([O-])c1cccc(NC(=S)NCc2ccncc2)c1	5	1	-68	i	i	-2	8	-3	48
COc1ccc2oc(C(=O)N(C)Cc3ccc4c(c3)OCCO4)c(C)c2c1	1	2	0	i	i	-3	-6	5	20
COc1cc(/C=N/NC(=O)COc2cc(C)cc(C)c2)ccc1OS(=O)(=O)c1ccc(C)cc1	6	-4	-6	i	i	5	3	-2	42
Cc1nn(Cc2ccc(F)cc2)c(C)c1NC(=O)c1cc(-c2ccco2)on1	-2	-7	-4	i	i	1	17	14	-4
CCOC(=O)N1CCN(C(=O)C2CCCN(S(=O)(=O)c3c(C)cc(C)cc3C)C2)CC1 (stereo unspecified)	-4	0	23	i	i	5	18	4	-1
COc1ccc(C(=O)NCCNc2nc3ccc(C)cc3cc2C#N)cc1	1	0	2	i	x	-2	16	5	5
CCOc1cc2c(cc1/C=C1/NC(=O)N(CC(=O)OC)C1=O)OCO2	-3	3	-18	i	x	-3	-10	7	0
CC(=O)NC1C(OCc2ccccc2)OC(CO)C(OC(C)=O)C1OC(C)=O (stereo unspecified)	0	-3	3	i	i	-2	-2	-3	-5
C[N+](C)(C)CCCCCC(=O)/C=N/O	11	-9	-116	i	i	-3	3	-2	-12
CCN(c1ccc(NC(=O)COC(=O)c2ccc(C)s2)cc1)C(C)C	-8	3	-3	i	i	3	-2	4	16
O=c1[nH]c2c(s1)C(c1ccccc1)C1C3CCC(C3)C1S2 (stereo unspecified)	3	-2	13	i	i	1	-19	-1	13
Cc1cccc(C)c1NC(=O)C1(C)CSCC(=O)N1CCc1c[nH]c2ccccc12 (stereo unspecified)	x	4	x	x	i	x	-3	0	x
COCCCNC(=O)CCC(=O)NNc1nc2ccccc2c2nc(-c3ccccc3)nn12	5	8	-18	i	i	0	2	2	-10
COc1ccc(C2CC(c3ccccc3Cl)Nc3ncnn32)cc1OC (stereo unspecified)	4	0	1	i	i	-2	22	-3	-3
COc1ccc(NC(=O)c2cc(S(=O)(=O)N3CCOCC3)ccc2C)cc1S(=O)(=O)N1CCCCC1	-2	3	1	i	i	0	14	-3	1
O=C(/C=C/c1ccccc1)C1=C(O)C(=O)N(CCO)C1c1ccccc1[N+](=O)[O-] (stereo unspecified)	5	-4	24	i	i	-6	-7	2	-6
CC(C)Oc1cccc(C(=O)NC(=S)Nc2cccnc2)c1	1	-3	13	i	i	-3	12	-7	3
O=[N+]([O-])c1ccc(NN=Cc2ccccc2)nc1	-4	0	-18	i	i	2	3	5	-1
C#CCN1C=CC(=O)[C@@H](OC(=O)Nc2ccc(Br)cc2)[C@H]1c1ccccc1Br	5	0	-7	i	i	-3	11	5	16
O=C(NCCN1C(=O)C2C3C=CC(C3)C2C1=O)Nc1ccccn1 (stereo unspecified)	1	-1	8	i	i	1	-9	-3	-10
CCn1c(-c2sc(-c3ccccc3)nc2C)n[nH]c1=S	6	1	-12	i	x	-4	8	-7	0
C=C1CCN([C@H](C(=O)NCc2ccccc2)C(C)C)S(=O)(=O)c2ccccc21	1	0	0	i	i	-1	10	-4	-7
Cc1ccc(N/C(C(Cl)=C(Cl)Cl)=C(/Cl)[N+](=O)[O-])c(C)c1	4	-2	-3	i	i	-1	10	1	-3
Cc1cc(C)c(OCC(=O)OCC(=O)NCc2ccco2)c(C)c1	-3	-10	-2	i	i	-1	3	3	-1
COc1ccc(OCCOC(=O)c2cccc(-n3cnnn3)c2)cc1	-2	-9	2	i	i	-3	1	3	5
COc1ccc(C(=O)COC(=O)c2c(C)noc2C)cc1Cl	-2	0	3	i	i	-1	-12	-1	16
COc1ccc(C(=O)n2nc(-c3ccccc3)nc2N)cc1OC	-2	-3	4	i	i	1	-3	3	-1
Cc1ccc(C(c2nnnn2CS(=O)(=O)c2ccc(C)cc2)N2CCCC2)cc1 (stereo unspecified)	-6	-1	-2	i	i	-3	-6	-2	3
Cc1ccc(SCC(=O)Nc2ncc(C)s2)cc1	-4	-30	1	i	i	1	0	-1	-1
CCCCC#Cc1ccc(C(=O)NNC(=O)Nc2ccccc2)o1	0	0	-25	i	i	-1	6	1	-7
CC(=O)Nc1cccc(Oc2ncnc3scc(-c4ccc(C(C)C)cc4)c23)c1	-11	-3	18	i	i	0	2	-7	32
CC1(C)CC(=O)C(=Cc2cn(CCC#N)nc2-c2ccc(Cl)cc2)C(=O)C1	16	-1	15	i	i	0	2	2	-4
O=C(CSc1nc2ccccc2c(=O)n1Cc1ccco1)N1CCCCCC1	1	1	28	i	i	0	12	1	14
CC(C)Nc1ccc(-n2nc3ccccc3[n+]2[O-])cc1	-3	2	-6	i	i	-1	9	9	-3
COc1ccc(N2CCN(C(=O)CCS(=O)(=O)c3ccc(C)cc3)CC2)cc1	-9	0	-14	i	i	-1	-15	-2	4
CCc1nc2ccc(C(=O)N3CCN(C)CC3)cn2c1N(CCC(C)C)CCN(C)C	3	4	11	i	i	3	-6	-3	-3
CC(=O)[C@@H]1[C@@H](C)N(Cc2ccccc2)C(=O)N[C@H]1c1ccccc1	2	-2	-12	i	i	3	6	2	-3

An excerpt of these results, with two lines to a compound.
Values in the order – NadD inh	MT1-MMP act inh	MLLE-PAM2 inh	Rpn11 block	Neddyl block	Rin1-Abl PPI inh	SKN-1 block	CSN inh	FAS-TE inh
COc1ccc(N2CCN(C(=O)CCS(=O)(=O)c3ccc(C)cc3)CC2)cc1
 : -9	0	-14	i	i	-1	-15	-2	4
CC(C)Nc1ccc(-n2nc3ccccc3[n+]2[O-])cc1
 : -3	2	-6	i	i	-1	9	9	-3
CC(=O)Nc1cccc(Oc2ncnc3scc(-c4ccc(C(C)C)cc4)c23)c1
 : -11	-3	18	i	i	0	2	-7	32

The listing continues.
SMILES	NadD inh	MT1-MMP act inh	MLLE-PAM2 inh	Rpn11 block	Neddyl block	Rin1-Abl PPI inh	SKN-1 block	CSN inh	FAS-TE inh
CCOC(=O)C1CCN(C(=O)CCc2ccccc2)CC1	1	-2	-2	i	i	2	-22	-1	-3
CCOC(=O)C1CSC2(CCC(c3ccccc3)CC2)N1 (stereo unspecified)	-1	-1	31	i	i	0	17	1	1
Cc1ccc(NC(=O)CN(C)S(=O)(=O)c2ccc(Br)s2)cc1F	-5	4	10	i	i	1	8	1	10
COc1ccc2sc(-c3ccc(S(C)(=O)=O)cc3)c(-c3ccc(SC)cc3)c2c1	10	-13	12	i	i	4	3	1	29
CCc1nnc(NC(=O)CCC(=O)NC2CCCCC2)s1	-3	3	9	i	i	2	-14	-3	-6
CN(C)c1ccc(N=Nc2ccccc2C(=O)OCC(=O)NCC2CCCCC2)cc1	15	22	-6	i	i	-1	10	4	33
CN1CCN(C(c2cccs2)c2nnnn2Cc2ccc(F)cc2)CC1 (stereo unspecified)	-6	0	-12	i	i	-1	-2	-7	-1
NC(=O)C1CCN(CCC(=O)Nc2cccc(Cl)c2)CC1	-3	-3	-8	i	i	-1	4	0	-6
COC(=O)C1=C[C@@H](C(=O)OC)C2C3=C(C(=O)C24CCCCC4)[C@H](C)n2c(=O)n(C)c(=O)n2[C@@H]3C1 (stereo partly specified)	-12	1	9	i	i	1	-4	-3	-7
Cc1c(N(C)S(=O)(=O)c2ccc(Cl)c(C(=O)NCC3CCCO3)c2)c(=O)n(-c2ccccc2)n1C (stereo unspecified)	4	-1	1	i	i	1	3	-3	-4
COc1ccc(/C(O)=C2/C(=O)C(=O)N(CCCC(=O)O)C2c2ccc(OC)cc2)cc1 (stereo unspecified)	-1	-5	0	i	i	-4	16	1	-6
O=C(CNC(=O)N1CC(=O)Nc2ccccc21)NCc1ccc(Cl)cc1	-3	3	-6	i	i	-2	7	1	-5
CS(=O)(=O)N(CC(=O)N1CCCCC1)C1CCCCC1	-2	2	6	i	i	-1	-12	-5	-4
Cc1cc(C)nc(NC(=O)c2ccc(C)c([N+](=O)[O-])c2)n1	-5	2	12	i	i	-1	11	2	-5
CN1C(=O)Cc2cc(S(=O)(=O)NCCc3ccccc3)ccc21	2	1	0	i	i	2	21	3	-2
O=C(COC(=O)C12CC3CC(CC(C3)C1)C2)Nc1ccc([N+](=O)[O-])cc1Cl	-2	3	12	i	i	0	-5	-11	30
COc1ccc(/C=N/NC(=O)c2sc(C)nc2C)cc1	-4	2	-10	i	i	0	9	-3	-5
Cc1ccc(OCC(=O)Nc2ccc3c(c2)nc(CCN2CCN(c4ccccn4)CC2)n3C)cc1	-2	1	-4	i	i	2	5	-5	-4
COc1cccc(/C=N/n2c(-c3cc(C)[nH]n3)n[nH]c2=S)c1	4	2	-26	i	i	1	3	0	-3
O=C(c1ccc(Cn2c(=S)[nH]c3ccc(N4CCOCC4)cc3c2=O)cc1)N1CCC(N2CCCCC2)CC1	17	3	-73	i	x	-7	-2	-5	-8
CCCCOC(=O)Oc1ccc2c(=O)c(Oc3cccc(C)c3)coc2c1	-9	-3	-15	i	x	-1	-2	-14	12
CC(=O)N1CCN(c2ccc(NC(=O)c3ccc(Cl)cc3)cc2)CC1	3	1	1	i	i	2	-5	-1	-9
Cc1cc(C)cc(NC(=O)CN(C)S(=O)(=O)c2cccc3nsnc23)c1	-6	2	0	i	i	-2	-7	-1	1
Cc1ccc(C)c(S(=O)(=O)N2CCN(C(=O)Cc3sc(C)nc3-c3ccc(F)cc3)CC2)c1	8	-4	15	i	i	-2	2	1	21
O=C(NCCc1ccc(S(=O)(=O)N2CCCC2)cc1)c1cccs1	-4	0	-6	i	i	4	-5	3	-2

Rows are unselected; about 3.9% have a hit in one of these screens.
